A549 viability – Nrf2 qHTS screen for inhibitors: counterscreen for cytotoxicity. A549 ARE-Fluc cells, CellTiter-Fluor viability, 18-24 h. 390,000 compounds, 0.16% hits. AID 504648, 2011. Potency, µM (series often up to 46 µM), for inactives: at the top dose activity change, negative = cytotoxicity, hits mostly inhibitors; note: potency is the fitted concentration of half-maximal effect; % is set by controls: 0 for no effect and ±100 for the full control effect
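A549 ARE-Fluc cells in 5% FBS OPTI-MEM, 5000 cells/well, rested 2 h then exposed to compounds in concentration-response for 18-24 h at 37 °C. Viability by CellTiter-Fluor fluorescence (Ex 405/Em 525) after 30 min; luciferase luminescence (BugLite, 15 min, RT) read afterwards.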
ATXN viability – Viability Counterscreen for Primary qHTS for Inhibitors of ATXN expression; S2 cells (HEK-293 line with an ATXN2-luciferase reporter) viability, CellTiter-Fluor protease fluorescence, 24 h; Potency, µM (highest dose often 56.7 µM), most hits filed as cytotoxic; 400,000 compounds, 0.49% hits; note: potency is the fitted concentration of half-maximal effect; nearly all actives have a fitted effect of over 40% in size
TGFb SMAD3 inh – qHTS for Inhibitors of TGF-b | 410,000 compounds, 1.2% hits | HepG2 CAGA-GFP TGF-b/SMAD3 reporter, GFP fluorescence, 18 h; TGF-beta stimulated, 500 pg/mL final | Potency, µM (series often up to 46.1 µM), for inactives: top-dose activity, negative = inhibition, actives largely listed as inhibitors; note: potency is the fitted concentration of half-maximal effect; % is set by controls: 0 for no effect and ±100 for the full control effect; nearly all actives have a fitted effect of over 65% in size
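Read-out: total well GFP (ex488/em500-530) summed from mean per-cell fluorescence. Cells: HEPG2 CAGA-GFP, 1% FBS DMEM, 18 h at 37 degrees C with 500 pg/mL final TGF-beta. Unstimulated wells served as the full-inhibition control; stimulated DMSO wells = 0%.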
pAkt inh – HTS Assay for Inhibitors of Akt Phophorylation: Primary Screen; Neuro2A IGF-stimulated pAkt S473 HTRF, 20 min; active compounds read low; AID 651550, 2012; 360,000 compounds, 0.32% hits; activity change, % for hits at 50 µM; in the data active = activity change below about -80%; inconclusive = mostly about -51% to -80%; note: % is set by controls: 0 for no effect and ±100 for the full control effect
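Single-point screen (50 µM final compound) in Neuro2A cells stimulated 20 min with 6 nM IGF at 37 deg C. After lysis, Ser473-phosphorylated Akt read by HTRF (ex 330 nm, em 615/665 nm) as the 665/615 ratio.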
Mm-Cpn inhibitor – Inhibitors of TCP-1 ring complex (TRiC) of Methanococcus maripaludis (MmCpn): qHTS; Chaperonin Mm-Cpn (Methanococcus maripaludis); purified Mm-Cpn ATPase, ADP Transcreener TR-FRET; Potency, µM (top dose mostly 76.9 µM), for the others: at the top dose activity, negative = inhibition, hits mostly inhibitors; 330,000 compounds, 0.031% hits; note: potency is the fitted concentration of half-maximal effect; % is set by controls: 0 for no effect and ±100 for the full control effect; nearly all actives have a fitted effect of over 80% in size
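25 nM Mm-CPN + cpd, 10 min 37°C; + 10 uM ATP, 30 min 37°C; buffer 30 mM Tris pH 7.4, 100 mM KCl, 5 mM MgCl2, 1 mM DTT; Transcreener ADP HTRF detection 30 min RT.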
HepG2 tox – qHTS for Inhibitors of TGF-b: Cytotox Counterscreen; HepG2 CAGA-GFP viability, ATP luminescence, 18 h; 410,000 compounds, 0.76% hits; Potency, µM (top dose mostly 46.1 µM), for the others: at the top dose activity change, negative = cytotoxicity, actives largely listed as cytotoxic; AID 588856, 2011; note: potency is the fitted concentration of half-maximal effect; some results filed as inactive show a strong effect at the top dose
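CellTiter-Glo luminescence gave cytotoxicity after 18 hours at 37 degrees C. The cells were HepG2 CAGA-GFP in 1% FBS DMEM, stimulated with 500 pg/mL TGF-beta after compound addition. %Activity was normalised to no-cell wells (complete cell-killing) and DMSO (no toxicity), and curves were fitted and classified.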
Nrf2 activator – qHTS of Nrf2 Activators. AREc32 ARE-luciferase reporter (MCF7-derived line), luminescence, 24 h. Potency, µM (top dose mostly 46.1 µM), inactives show at the top dose activation, most hits filed as activators. 410,000 compounds, 0.31% hits. AID 624171, 2012; note: potency is the fitted concentration of half-maximal effect; % of control where 0% means no effect; nearly all actives have a fitted effect of over 65% in size
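Nrf2 activation is followed as ARE-luciferase induction in the AREc32 line after one day of compound treatment; luminescence is read with Steady-Glo.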
Nrf2 block – Nrf2 qHTS screen for inhibitors. A549 ARE-Fluc reporter, luciferase luminescence, 18-24 h. Potency, µM (top dose mostly 46 µM), inactives show top-dose activity change, negative = inhibition, most hits filed as inhibitors. 360,000 compounds, 2.1% hits. AID 504444, 2011; note: potency is the fitted concentration of half-maximal effect; % is set by controls: 0 for no effect and ±100 for the full control effect; nearly all actives have a fitted effect of over 60% in size
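Nrf2 function is reported as luminescence of an ARE-controlled luciferase in A549 cells. Compounds were tested at several concentrations, and a CellTiter-Fluor read on the same wells flagged cytotoxicity.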
CCT chaperon mod – High-Throughput Screening for Modulators of Cytosolic Chaperonin Activity | purified chaperonin ATPase assay, HTRF ADP detection, 30 min | activity change, % (concentration not given with the values), hits read low | 360,000 compounds, 0.3% hits; in the data active = activity change below about -30%; note: % is set by controls: 0 for no effect and ±100 for the full control effect
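First, chaperonin was dispensed at 40 nM or 20 nM final depending on batch activity. Next, compounds were pinned at 76 uM and ATP added at 10 uM. After 30 min at 37 °C, ADP detection reagents ran 30 min at ambient temperature.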
Numbers without * were called inactive; i = inactive; u = inconclusive; x = not tested or not shown. Unless noted, calls come from the whole dose curve; as a rule, active = well fitted curve in the direction sought with a large enough effect; inconclusive = small, poorly fitted or top-dose-only effect, or another doubt; inactive = no such curve, though single readings can be large; an effect the other way counts as inactive or inconclusive.

SMILES | A549 viability | ATXN viability | TGFb SMAD3 inh | pAkt inh | Mm-Cpn inhibitor | HepG2 tox | Nrf2 activator | Nrf2 block | CCT chaperon mod
Cc1ccc(S(=O)(=O)CCC(=O)N(CCCN2CCOCC2)c2nc3ccccc3s2)cc1 | 13.0% | u | -24.7% | i | 0.6% | -24.0% | 12.6µM* | u | 0.6
COc1ccc(C(=O)NNC(=O)CN2CCN(c3nc(-c4ccccc4)cs3)CC2)cc1 | 1.7% | i | 4.8% | i | -9.4% | 4.8% | 0.1% | 18.3% | -0.2
CCOC(=O)C1=C(C)NC(=O)NC1c1ccccc1 (stereo unspecified) | 3.7% | i | 8.4% | i | 2.0% | 0.8% | 0.4% | -13.1% | 0.4
CCC(=O)N1CCC1(C)C(=O)Nc1nccs1 (stereo unspecified) | x | i | -38.7% | i | x | -20.5% | -0.7% | x | 1.9
Cc1cc(C)nc(NS(=O)(=O)c2ccc(N/C=C/C(=O)c3ccc(Cl)cc3)cc2)n1 | -9.3% | i | u | i | 0.6% | 0.7% | 3.3% | -3.7% | -0.3
CCN1C(=O)/C(=C2/C(=O)N3c4c(cc(OC(C)=O)cc42)C(C)=CC3(C)C)SC1=S | 0.0% | i | -2.3% | i | 2.3% | 3.7% | 0.0% | -2.3% | 1.7
O=C(O)c1ccc2c(c1)N(Cc1ccccc1F)C(=O)c1ccccc1S2=O (stereo unspecified) | -12.6% | i | -5.1% | i | 0.6% | 5.7% | -1.7% | -11.0% | 0.1
O=C(CCN1CCCCCC1)Nc1cccc(F)c1 | 8.8% | i | -3.6% | i | 1.7% | 12.9% | 0.4% | x | -4.4
Cc1ccccc1N1C(=O)C2CCCN2C1=S (stereo unspecified) | -5.0% | i | -3.0% | i | 1.4% | -2.8% | -0.3% | -2.6% | -1.1
CCCN(CC(=O)Nc1ccccc1OC)C(=O)c1ccc2ncsc2c1 | -6.0% | i | 7.7% | i | -2.1% | -12.3% | 0.3% | 9.5% | 0.8
COc1ccccc1CNC(=O)C(C)NS(=O)(=O)c1ccccc1 (stereo unspecified) | -1.2% | i | -3.7% | i | 4.2% | -0.8% | -0.6% | -3.1% | -2.2
CCCn1c(N)c(C(=O)CN2CCc3ccccc3C2)c(=O)n(C)c1=O | -0.3% | i | 11.8% | i | -0.8% | 3.1% | 0.0% | 25.7% | 1.6
O=C(CSc1nnc(CNC(=O)c2c(F)cccc2Cl)o1)Nc1ccccc1F | -5.4% | x | u | x | x | -3.5% | 0.2% | u | x
CCN(CC)c1ccc(NC(=O)COC(=O)/C=C/c2nc3ccccc3s2)cc1 | 10.8% | i | -20.5% | i | -0.3% | -20.5% | 9.0% | 6.8% | -0.7
O=C(Nc1ccccc1)Nc1csc2ccccc12 | -5.7% | i | u | i | 0.0% | 17.8µM* | 7.1% | u | -4.4
COC(=O)C1=C(C)N(c2cc(C)cc(C)c2)/C(=C/c2ccc(O)cc2)C1=O | -8.7% | u | u | i | -0.4% | -61.1% | 22.2% | -13.0% | 0.3
CC1=C(C(=O)N(C(C)C)C(C)C)CC(CC(=O)NCCCCc2ccccc2)C(=O)N1CCC1=CCCCC1 (stereo unspecified) | x | x | 12.6µM* | i | x | -111.6% | -2.5% | x | -0.9
CN(C)C=C1C(=O)c2ccccc2C1=O | -16.0% | i | 17.1% | i | -2.3% | -11.1% | 12.4% | -13.3% | -0.7
CCCSc1nnc2nc(C)cc(C)n12 | -17.5% | i | -8.3% | i | 1.2% | -23.7% | 0.5% | -18.2% | -2.2
CN(C)CC(CCC(CN(C)C)C(=O)c1ccccc1)C(=O)c1ccccc1 (stereo unspecified) | u | 7.52µM* | 6.31µM* | i | -0.9% | -102.6% | u | 18.4µM* | -1.2
Cc1ccc(-n2nc3c(N4CCC(C(=O)NC5CCC(C)CC5)CC4)nnc(C)c3c2C)cc1 (stereo unspecified) | 1.5% | i | -26.8% | x | x | -16.1% | 4.6% | 18.0% | x
O=C(C1CCN(S(=O)(=O)c2ccc(F)cc2)CC1)N1CC=C(c2ccccc2)CC1 | 0.9% | i | -1.1% | i | -1.7% | -23.1% | -0.2% | -2.6% | -0.5
CN(C)C(CNc1ccc(S(C)(=O)=O)cc1[N+](=O)[O-])c1ccccc1 (stereo unspecified) | 1.8% | x | -6.8% | i | 1.6% | -23.3% | 2.1% | 2.4% | -1.0
CC(NC(=O)CN(C)S(=O)(=O)c1ccc(F)cc1)C1CC2CCC1C2 (stereo unspecified) | 3.9% | i | 9.6% | i | 2.7% | 1.7% | -1.0% | -11.5% | -1.7
COCCCNC(=O)CCCn1c(=O)c2ccccc2n(CC(=O)Nc2ccc(C)cc2Cl)c1=O | -1.2% | i | u | x | x | -29.5% | 0.2% | -6.7% | x
Cc1cccc(C(=O)Nc2ccccc2OCc2cc(=O)n3c(C)csc3n2)c1 | 5.0% | i | -9.9% | x | x | 1.2% | 0.1% | -8.5% | x
COc1ccc(CC(=O)Nc2sc(Cc3ccccc3)c(C)c2C(N)=O)cc1 | u | i | -5.7% | i | -18.0% | -26.7% | 0.3% | -14.2% | 0.7
CCO[C@H]1OC(C(=O)N2CCCCCCC2)=C[C@@H](C)[C@@H]1CCCO | -1.8% | i | -5.4% | i | x | -2.8% | -0.5% | 0.8% | -4.3
COc1ccc(CNC(=O)c2ccc(-c3nc(CSc4ccccc4)c(C)o3)cc2)cc1 | 3.5% | i | u | x | x | 10µM* | -0.2% | 18.2% | x
Cc1ccc(S(=O)(=O)N2CCCCC2)cc1NC(=O)COC(=O)C1CC2C=CC1C2 (stereo unspecified) | 0.1% | i | u | i | -2.5% | -24.9% | -0.2% | -10.6% | 0.1
Cc1cccc(C)c1NC(=O)CC(NCc1ccco1)C(=O)O (stereo unspecified) | -3.1% | i | -17.3% | i | 0.5% | -1.9% | 0.1% | -7.0% | 0.0
Cc1nn(CC(=O)NC2(C#N)CCCCC2)c(C)c1[N+](=O)[O-] | 2.0% | i | -0.8% | i | 3.4% | -9.8% | -0.3% | 1.0% | 0.3
O=c1[nH][nH]c(-c2ccccc2)c1C=Nc1ccc(F)cc1F | 3.6% | i | -4.4% | i | -0.6% | -57.2% | 0.2% | 1.7% | -0.5
COCCCNC(=O)c1c(-c2ccccc2)noc1C | -2.7% | i | 29.9% | x | 0.7% | 25.2% | -0.1% | -3.1% | -0.9
CCCCN(C(=S)Nc1ccc(F)cc1)c1c(N)n(CCC)c(=O)[nH]c1=O | 1.3% | i | 12.8% | i | -19.8% | 1.1% | -0.1% | 2.4% | -0.4
CC(C)(C)c1ccc(C(=O)Nc2cccc(-n3cnnn3)c2)cc1 | 1.9% | i | 14.6% | i | 2.2% | -0.7% | 0.2% | u | -1.4
COc1ccc(S(=O)(=O)Nc2c(C(=O)O)[nH]c3ccccc23)c(OC)c1 | 0.1% | i | 0.0% | i | -0.2% | 0.4% | 2.3% | 1.3% | -24.5
COc1ccc(NC(=O)CN(C)C(=O)c2cc(C)oc2C)cc1 | x | i | 6.2% | i | x | -2.9% | -1.4% | x | 0.3
CCCCN(C(=O)c1ccc(C)c(S(=O)(=O)N2CCOCC2)c1)c1c(N)n(CCCC)c(=O)[nH]c1=O | -0.7% | i | u | i | 2.3% | 3.7% | -0.4% | -2.4% | -1.8
CC(OC(=O)c1nc(Cl)ccc1Cl)C(=O)Nc1ccc2c(c1)OCCO2 (stereo unspecified) | 0.1% | i | 3.7% | i | 2.9% | 4.1% | 0.0% | 0.2% | -2.5
Cc1ccc(C(=O)Nc2ccc(C(=O)O)cc2NC(=O)c2ccc(C)cc2)cc1 | -6.1% | u | 11.6% | i | u | 1.8% | 2.1% | u | -0.2
Cc1cc(C)c(S(=O)(=O)N2CCN(S(=O)(=O)N3CCC(C)CC3)CC2)c(C)c1 | 4.5% | i | -8.1% | i | 2.0% | -5.8% | 0.4% | 8.8% | -48.7*
CC(=O)N1N=C(c2ccc(Br)cc2)CC1c1ccc(Br)cc1 (stereo unspecified) | x | i | 3.5% | i | x | -11.6% | 3.8% | x | -3.3
COc1cccc(C(=O)CN(C(=O)c2ccc(Cl)c(Cl)c2)N2C(=O)C3CCCCC3C2=O)c1 (stereo unspecified) | 0.6% | i | -3.1% | i | 1.0% | -3.1% | -0.5% | 10.6% | -3.4
O=C(c1ccc(-n2cnnn2)cc1)N1CCCCC1 | 10.6% | i | 23.9% | i | 1.5% | 2.1% | 0.1% | 4.4% | -0.7
Cc1cc(C)c2c(n1)sc1c(=O)n(Cc3ccc(F)cc3)cnc12 | -3.5% | i | 2.8% | i | 2.7% | 9.2% | -0.5% | -3.7% | 1.1
CC(=O)Nc1sc(N/N=C/c2ccc(O)cc2)nc1-c1ccc(C)cc1 | -6.6% | i | 0.4% | i | -1.8% | 5.9% | 9.9% | 0.0% | -1.3
CCN(CC)c1ccc(C=Nc2ccc(C)cc2)c(O)c1 | -9.0% | u | 8.7% | i | 1.0% | -6.2% | 0.1% | -0.5% | 1.0
Cc1c(Cl)cnc(NC(=O)COC(=O)c2cccs2)c1Cl | -6.1% | i | -6.3% | i | -9.7% | -0.1% | 0.1% | 1.5% | 0.5
COc1ccccc1NC(=O)Cn1c(=O)sc2ccccc21 | 4.2% | i | 14.0% | i | 2.1% | -1.6% | 2.7% | -0.3% | -5.5
